High-throughput results as filed in PubChem BioAssay.
JMJD2A Tudor – qHTS Assay for Inhibitors of JMJD2A-Tudor Domain. AlphaScreen JMJD2A-Tudor / H3K4me3 peptide binding. Potency, µM (series often up to 114 µM), for the others: at the top dose activity change, negative = inhibition, most hits filed as inhibitors. 4.4% of 390,000 active. AID 504339, 2011; note: potency is the fitted concentration of half-maximal effect; % is set by controls: 0 for no effect and ±100 for the full control effect; nearly all actives have a fitted effect of over 50% in size
G9a inh – qHTS Assay for Inhibitors of Histone Lysine Methyltransferase G9a | Histone-lysine N-methyltransferase EHMT2 (Homo sapiens), Q96KQ7 | G9a H3K9 monomethylation, AlphaScreen, 2 h | Potency, µM (highest dose often 102 µM), without a hit: at the highest dose activity, negative = inhibition, actives largely listed as inhibitors | 8.8% of 350,000 active | AID 504332, 2011; note: potency is the fitted concentration of half-maximal effect; % is set by controls: 0 for no effect and ±100 for the full control effect; nearly all actives have a fitted effect of over 75% in size
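Chemiluminescent proximity detection of H3K9 monomethylation, read after 10 min bead incubation in the dark. Reaction: 20 nM G9a, 500 nM biotin-H3K9 peptide, 20 uM SAM cofactor, 2 h, room temperature, following 15 min enzyme-compound preincubation.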
Pin1 inhibitor – qHTS Assay to Find Inhibitors of Pin1 | AID 504891, 2011 | 0.009% of 390,000 active | Pin1 FP peptide displacement, HiFluor488, 10 min | Potency, µM (series often up to 115 µM), without a hit: top-dose activity, negative = inhibition, usual class: inhibitors | Peptidyl-prolyl cis-trans isomerase NIMA-interacting 1 (Homo sapiens), Q13526; active = well fitted inhibition curve with a large enough effect in the polarisation, with a control signal flat, not every such curve was filed as active; inconclusive = small, poorly fitted or top-dose-only effect, or effect the other way, or a change in a side signal; inactive = no such curve, though single readings can be large or run the other way; the % refers to the polarisation; note: potency is the fitted concentration of half-maximal effect; % is set by controls: 0 for no effect and ±100 for the full control effect
Target sequence (Q13526 whole entry, looked up): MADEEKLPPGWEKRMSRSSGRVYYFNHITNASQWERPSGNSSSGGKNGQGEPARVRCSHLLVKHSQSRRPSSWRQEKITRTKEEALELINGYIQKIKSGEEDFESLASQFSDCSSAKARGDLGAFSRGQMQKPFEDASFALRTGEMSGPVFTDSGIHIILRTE
HP1b binding inh – HTS for Inhibitors of HP1-beta Chromodomain Interactions with Methylated Histone Tails | Chromobox protein homolog 1 (Homo sapiens), P83916 | AlphaScreen HP1-beta / biotin-H3K9me3 peptide binding | Potency, µM (titrated, usually from 114 µM), without a hit: at the highest dose activity change, negative = inhibition, actives largely listed as inhibitors | 0.56% of 390,000 active; note: potency is the fitted concentration of half-maximal effect; nearly all actives have a fitted effect of over 70% in size; inactives centre near 23
Target sequence (P83916 whole entry, looked up): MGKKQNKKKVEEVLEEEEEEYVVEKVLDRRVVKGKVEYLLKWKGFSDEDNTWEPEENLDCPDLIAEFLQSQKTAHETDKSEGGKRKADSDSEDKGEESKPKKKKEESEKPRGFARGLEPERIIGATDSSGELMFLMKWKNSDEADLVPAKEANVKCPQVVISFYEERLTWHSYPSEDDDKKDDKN
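HP1-beta protein (50 nM final) preincubated 30 min at room temperature with biotinylated H3(1-18)K9me3 peptide (50 nM) in PBS pH 7.4, 0.01% Tween-20, then compound added for 30 min. AlphaScreen streptavidin donor/nickel chelate acceptor beads (10 ug/mL final), 30 min dark, luminescence read.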
ERG-DNA inh – qHTS for Small Molecule Inhibitors of the ERG Ets/DNA interaction; Transcriptional regulator ERG (Homo sapiens), P11308; fluorescence polarization, His-ERG Ets domain / labelled DNA; Potency, µM (highest dose often 76.9 µM), for the others: at the highest dose FP activity, negative = inhibition, most hits filed as inhibitors; 0.028% of 370,000 active; AID 624246, 2012; active = well fitted inhibition curve with a large enough effect in the polarisation, with a control signal flat; inconclusive = small, poorly fitted or top-dose-only effect, or effect the other way, or a change in a side signal; inactive = no such curve, though single readings can be large or run the other way; the % refers to the polarisation;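 note: polarization taken with two DNA probes labelled with fluorescein and Texas red; potency is the fitted concentration of half-maximal effect; % of control where 0% means no effect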
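His-tagged ERG Ets domain (1 uM in the protein solution; 300mM KCl, 50mM Tris-HCl, 1mM EDTA, 1mM DTT, pH 7.5) received compound, then a probe mix of 5 nM fluorescein-DNA and 100nM Texas-615-DNA. Fluorescence polarization was read for both dyes.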
PGK inhibitor – qHTS Assay to Find Inhibitors of Phosphoglycerate Kinase; PGK/GAPDH coupled, Kinase-Glo luminescence, 60 min; Potency, µM (series often up to 57.5 µM), without a hit: at the top dose activity change, negative = inhibition, usual class: inhibitors; 0.043% of 380,000 active; note: potency is the fitted concentration of half-maximal effect; % is set by controls: 0 for no effect and ±100 for the full control effect; nearly all actives have a fitted effect of over 60% in size
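Luminescent ATP detection (Kinase-Glo Plus) follows a 60-minute room-temperature incubation, with wells lacking PGK as controls. Buffer: 100 mM TEA (pH 7.6), 5 mM MgCl2, 0.01% Tween-20. Coupling enzyme GAPDH (100 nM final) supplies unstable 1,3-BPG in-well.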
BAZ2B block – qHTS Assay for Inhibitors of BAZ2B. Bromodomain adjacent to zinc finger domain protein 2B (Homo sapiens), Q9UIF8. AlphaScreen BAZ2B-H3K14Ac peptide displacement. Potency, µM (top dose mostly 114 µM), for inactives: at the highest dose activity change, negative = inhibition, actives largely listed as inhibitors. 4.4% of 360,000 active; note: potency is the fitted concentration of half-maximal effect; % is set by controls: 0 for no effect and ±100 for the full control effect; nearly all actives have a fitted effect of over 60% in size
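Inhibition is scored as reduced AlphaScreen emission. The BAZ2B/b-H3(5-23)K14Ac complex (50 nM each) in PBS pH 7.4, 0.01% Tween-20 meets compound (up to 110 uM) for 30 min at RT before bead addition.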
PI4K2A block – qHTS for small molecular inhibitors of PI4K2A; purified PI4K2A, ADP-Glo luminescence, 1 h; stronger effect = lower value; 0.13% of 420,000 active; activity change, negative = inhibition, % at 76.9 µM; Phosphatidylinositol 4-kinase type 2-alpha (Homo sapiens), Q9BTU6; in the data active = activity change below about -50%; inconclusive = mostly about -30% to -49%;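 note: -100% = wells without enzyme as full effect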
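Compounds are screened against recombinant PI4K2A using PI as substrate and ATP, the latter dispensed at 300 microM. Reactions run one hour at ambient temperature before ADP-Glo detection; full inhibition defined by wells lacking enzyme.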
GLS inh – qHTS for Inhibitors of Glutaminase (GLS); Potency, µM (top dose mostly 45.5 µM), for the others: top-dose activity change, negative = inhibition, actives largely listed as inhibitors; GLS enzymatic activity, qHTS titration; Glutaminase kidney isoform, mitochondrial (Homo sapiens), O94925; 0.21% of 410,000 active; note: potency is the fitted concentration of half-maximal effect; % is set by controls: 0 for no effect and ±100 for the full control effect
Target sequence (O94925 whole entry, looked up, canonical isoform): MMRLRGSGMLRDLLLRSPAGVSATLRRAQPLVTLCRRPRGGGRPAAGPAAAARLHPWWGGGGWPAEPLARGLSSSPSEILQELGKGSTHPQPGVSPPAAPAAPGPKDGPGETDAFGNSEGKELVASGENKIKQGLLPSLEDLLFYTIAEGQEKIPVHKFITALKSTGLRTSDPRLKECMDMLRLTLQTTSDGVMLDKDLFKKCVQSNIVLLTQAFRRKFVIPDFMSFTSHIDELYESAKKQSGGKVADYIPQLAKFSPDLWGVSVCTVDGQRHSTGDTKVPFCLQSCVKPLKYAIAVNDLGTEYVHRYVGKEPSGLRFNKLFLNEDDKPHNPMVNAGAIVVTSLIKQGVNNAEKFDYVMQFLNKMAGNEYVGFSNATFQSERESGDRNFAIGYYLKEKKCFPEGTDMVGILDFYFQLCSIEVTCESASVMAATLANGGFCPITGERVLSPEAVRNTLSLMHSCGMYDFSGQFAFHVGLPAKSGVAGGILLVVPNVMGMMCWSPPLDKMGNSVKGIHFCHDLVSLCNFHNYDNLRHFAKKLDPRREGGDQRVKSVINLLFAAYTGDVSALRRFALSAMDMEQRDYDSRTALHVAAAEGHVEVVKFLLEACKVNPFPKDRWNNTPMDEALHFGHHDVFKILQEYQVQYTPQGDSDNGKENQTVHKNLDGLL
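hKGA in 45 mM KH2PO4 pH 8.2, 0.02% Tween-20 with pin-transferred compounds; 1 mM L-glutamine (stock) plus glutamate oxidase/HRP/Amplex Red coupling added. Fluorescence read initially and after 30 min at RT.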
The depositor's hits bear a star; i = inactive; ? = inconclusive; / = not tested or not shown; & = joins results of further samples; [ ] = another dose, or the depositor's remark. Unless noted, calls come from the whole dose curve; as a rule, active = well fitted curve in the direction sought with a large enough effect; inconclusive = small, poorly fitted or top-dose-only effect, or another doubt; inactive = no such curve, though single readings can be large; an effect the other way counts as inactive or inconclusive. The order is random; 11% or so of the library scored in one or more.

SMILES	JMJD2A Tudor	G9a inh	Pin1 inhibitor	HP1b binding inh	ERG-DNA inh	PGK inhibitor	BAZ2B block	PI4K2A block	GLS inh
CC(NC(=O)c1ccccc1NC(=O)c1nsc2ccccc12)c1ccccc1 (stereo unspecified)	-2%	-5%[59 µM]	5%	4%[57 µM]	4%	8%	-3%	4	2%
CC(=O)OC(Cn1nc(C)cc1C)c1ccccc1 (stereo unspecified)	?	11%[2.33 µM]	-7%	-9%	-6%	2%	1%	-2	1%
O=C1Nc2ccc(Br)cc2/C1=N/N=C/C1=C(N2CCOCC2)C(=C\c2ccccc2)/CC1	5µM*	13µM*	6%	5.6µM*	-7%	?	?	-19	-2%
CC(=O)N/C(=C\c1ccccc1)C(=O)OCC(=O)c1ccc(F)cc1	-20%	3%[0.501 µM]	-3%	9%	-4%	-10%	13%	-2	4%
Cn1ccnc1-c1ccc(-c2nccn2C)cc1	-23%	0%	2%	35%	-3%	-1%	-18%	2	2%
Cc1ccc(Nc2cnn(C34CC5CC(CC(CC(=O)O)(C5)C3)C4)c(=O)c2Cl)cc1C	-20%	-83%	-1%	27%	/	9%	6%	-2	-9%
Cc1cccc(C(=O)Nc2ccc(C(=O)N/N=C/c3ccco3)cc2)c1	45µM*	/	-5%	?	6%	?	/	-8	-2%
O=C(c1ccc(Sc2cccc(Cl)c2)c([N+](=O)[O-])c1)N1CCN(c2ccccn2)CC1	?	16µM*	-11%	?	-3%	-8%	?	7	1%
CSc1cccc(NC(=O)COC(=O)C2(c3ccccc3)CC2)c1	-14%	/	-9%	47%	6%	-1%	/	-2	-1%
Cc1cc(C)c2oc(C(=O)Nc3ccc(S(=O)(=O)N4CCC(C)CC4)cc3)cc(=O)c2c1	-18%&-10%	-7%&11%[59 µM]	-2%&-1%	22%&23%	0%&-2%	6%	-9%&2%	-3&-7	18%&13%
O=C(Nc1ccc(C(F)(F)F)cc1[N+](=O)[O-])O[C@H]1[C@H](Cc2ccccc2)NS(=O)(=O)[C@H]2C[C@@H]3C=C[C@]12O3	?	-3%[0.501 µM]	-1%	6%	-2%	i	-9%	-1	-4%
COC(=O)c1c(-c2ccco2)csc1NC(=O)C1CC=CCC1C(=O)O (stereo unspecified)	-13%	?	15%	6%	1%	3%	-19%	-17	8%
CCOC(=O)c1sc(NC(=O)c2ccc(OC(C)=O)cc2)nc1C	0%	0%	19%	22%	-1%	-9%	-18%	1	-3%
O=C(CN(Cc1ccccc1)C(=O)c1cc2c(s1)CCC2)NCc1cccs1	-32%	-9%	5%	18%	-7%	6%	-20%	-2	3%
Cc1nc(SC(C)C)[nH]c(=O)c1Cc1ccccc1	-26%	5%[59 µM]	-1%	22%	-2%	i	/	0	-8%
Cc1ccc(OCC(=O)NNC(=O)c2ccc(NC(=O)C3CC3)cc2)c(C)c1	-16%	66%[activator]	4%	30%	-2%	-15%	-2%	-2	9%
CCC(=O)N1C(C(=O)O)CSC1c1ccc(OC)cc1 (stereo unspecified)	-15%	10%	-7%	34%	-2%	i	-4%	-7	0%
CC(=S)c1c(C)cc2cc(C)ccn12	25µM*	?	-14%	22µM*	-1%	2%	10µM*	-2	-8%
CCOC(=O)c1nnn(-c2nonc2N)c1-c1cccs1	-7%	-11%[12.7 µM]	6%	9%	-8%	-4%	0%	9	6%
Cc1onc(-c2ccccc2)c1C(=O)Nc1ccccc1C#N	6%&-10%	15%	-3%&2%	57%&81%[activator]	-13%&8%	5%	-1%	2&-4	-3%&-3%
COc1ccccc1CNC(=O)CCn1c(=O)c2ccccc2n(CC(=O)Nc2cc(Cl)ccc2C)c1=O	-2%	-6%[59 µM]	?	26%	0%	i	-9%	2	-2%
Cc1nn(Cc2ccccc2)c(C)c1/C=N/NC(=O)c1ccccc1O	-7%[11.4 µM]	39%[activator]	-5%	56%[activator]	0%	2%	-12%	4	6%
CC1(C)C2CC[C@]1(C)C(=O)N(CCCCN1CCN(c3ccccn3)CC1)C2=O	-26%	-41%	2%	26%	9%	9%	?	0	7%
CC(C)OC(=O)CSc1nc2cccnc2n1C1CCCCC1	14%	1%[12.7 µM]	4%	116%[activator]	-12%	13%	11%	0	6%
CC(C)Nc1nc(SC(C)C(=O)Nc2ccccc2)nc(N(C)C)n1 (stereo unspecified)	-19%	-26%[59 µM]	-18%	8%	2%	-4%	?	0	-1%
COc1ccc(C2/C=C\CN(S(=O)(=O)c3cccs3)CC(=O)N2Cc2ccc(F)cc2)cc1 (stereo unspecified)	-14%&-16%	-5%[59 µM]	15%&2%	34%&28%	-6%	2%	2%	2	21%
CCC(Oc1ccccc1)C(=O)OCC(=O)N(CC)c1c(N)n(Cc2ccccc2)c(=O)[nH]c1=O (stereo unspecified)	-14%	4%	-2%	9%	1%	-3%	-1%	0	-2%
CC(C)C(=O)NC(=S)Nc1ccccn1	?	56µM*	-4%	24%	-1%	5%	6%	-5	31%
COc1ccc(S(=O)(=O)c2cn(CC(=O)Nc3ccccc3)c3ccc(Cl)cc3c2=O)cc1	-2%	4%[59 µM]	2%	56%[activator]	3%	-2%	-11%	-2	0%
COc1ccc(C(O)(C2CCCCC2)C(CN2CCOCC2)c2ccccc2)cc1 (stereo unspecified)	-21%	13%[0.501 µM]	?	7%	-3%	1%	-30%	-2	-4%
O=C(Nc1cccc(C(F)(F)F)c1)c1ccc(F)c(S(=O)(=O)N2CCc3ccccc3C2)c1	-1%	-1%[59 µM]	6%	38%[activator]	3%	-14%	1%	-5	?
O=C(NCCc1ccncc1)Nc1ccccc1	-9%	-7%[59 µM]	4%	29%	2%	1%	-1%	0	14%
FC(F)(F)c1nc(-c2ccccc2)ncc1-c1nnnn1-c1ccccc1	24%	/	4%	87%[activator]	13%	20%	3%	-2	-3%
COc1ccc(OC)c(NC(=O)N2CCCC(C)C2)c1 (stereo unspecified)	-11%	12%[12.7 µM]	1%	15%	4%	-2%	-8%	0	4%
CC(O)(C#CCN1CCCCCC1)c1ccccc1 (stereo unspecified)	-20%[11.4 µM]	50µM*	-7%	5%	7%	-8%	2%	-10	11%
COc1ccccc1NC(=O)COC(=O)/C=C/c1cccs1	-2%	/	1%	29%	/	14%	/	5	8%
CC1CN(c2nc3ccccn3c(=O)c2C=O)CC(C)O1 (stereo unspecified)	-23%	9%	-5%	17%	-12%	-1%	3%	5	-3%
Cc1ccnc(NC(=O)/C=C/c2ccccc2Cl)c1	-18%	?	-10%	-3%	0%	i	-8%	-10	11%
Cc1ccn(-c2ccc([N+](=O)[O-])cc2)n1	-32%	-30%	-4%	17%	-2%	-3%	11%	-1	-1%
COCCNC(=O)c1cccc2c1-c1ccccc1C2=O	-2%	-6%	2%	17%	2%	5%	-10%	-1	37%[activator]
COc1cc(C(=O)Nc2nnc(S(=O)(=O)N(C)c3ccccc3)s2)cc(OC)c1OC	-4%	2%[59 µM]	-4%	24%	-3%	-4%	-18%	1	1%
CCOC(=O)Cc1nnc(NC(=O)CSc2nnc3c(n2)[nH]c2ccccc23)s1	-20%	32%[59 µM]	?	19%	9%	0%	?	-21	-6%
COc1ccc(CCNCC2C(Oc3ccc(Cl)cc3)C(=O)N2c2ccccc2C)cc1OC (stereo unspecified)	?	45µM*	2%	6%	-4%	9%	?	-1	0%
O=S1(=O)CCOC[C@H](CC2CCCCC2)N1Cc1cccc(C(F)(F)F)c1	-3%	51%[activator]	?	62%[activator]	5%	2%	-5%	0	1%
Cn1c(SCC(=O)Nc2ccc(Cl)cn2)nnc1C1CC1	-3%	31%	-4%	45%[activator]	-14%	-7%	-1%	-4	-7%
Cc1ccc(C(=O)NC(=S)N2CCN(c3ccc([N+](=O)[O-])cc3)CC2)cc1	-14%	-5%[59 µM]	26%	19%	-7%	i	8%	-1	-2%
O=C(NC12CC3CC(CC(C3)C1)C2)c1ccc([N+](=O)[O-])cc1	-5%	45%[59 µM]	2%	2%	3%	-13%	-4%	-6	-1%
COCCn1c(CCC(=O)Nc2ccc(C)c(Cl)c2)nc2cccnc21	-2%	-3%[59 µM]	-1%	49%[activator]	13%	i	0%	-2	-10%
O=C(NCCN=C1NS(=O)(=O)c2ccccc21)c1ccccc1	-2%	7%	0%	20%	-1%	0%	7%	3	0%
COc1cccc(/C=N/c2nc3ccccc3n2C)c1O	-10%	4%	-4%	39%	2%	-5%	?	-3	-18%
Cc1ccc(N2CCN(C(=O)c3nn(C)c4c3CS(=O)(=O)c3ccccc3-4)CC2C)cc1 (stereo unspecified)	-47%&9%	?	4%&9%	-6%&31%	0%&-1%	-1%&5%	?	5&1	25%&7%
